CHT PAM = CHT positive allosteric modulators, primary screen, cell-based, membrane potential dye, choline EC20. High affinity choline transporter 1 (Homo sapiens), Q9GZV3. CHT-expressing cells; stronger effect = higher value; LV-AA mutant CHT in HEK293 cells. B-score at 10 µM. 310,000 compounds, 0.49% hits. AID 488977, 2010;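 active means initial fluorescence not abnormally high and integrated response B-score, plate-corrected, over 3 SD above library mean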
Target sequence (Q9GZV3 whole entry, looked up): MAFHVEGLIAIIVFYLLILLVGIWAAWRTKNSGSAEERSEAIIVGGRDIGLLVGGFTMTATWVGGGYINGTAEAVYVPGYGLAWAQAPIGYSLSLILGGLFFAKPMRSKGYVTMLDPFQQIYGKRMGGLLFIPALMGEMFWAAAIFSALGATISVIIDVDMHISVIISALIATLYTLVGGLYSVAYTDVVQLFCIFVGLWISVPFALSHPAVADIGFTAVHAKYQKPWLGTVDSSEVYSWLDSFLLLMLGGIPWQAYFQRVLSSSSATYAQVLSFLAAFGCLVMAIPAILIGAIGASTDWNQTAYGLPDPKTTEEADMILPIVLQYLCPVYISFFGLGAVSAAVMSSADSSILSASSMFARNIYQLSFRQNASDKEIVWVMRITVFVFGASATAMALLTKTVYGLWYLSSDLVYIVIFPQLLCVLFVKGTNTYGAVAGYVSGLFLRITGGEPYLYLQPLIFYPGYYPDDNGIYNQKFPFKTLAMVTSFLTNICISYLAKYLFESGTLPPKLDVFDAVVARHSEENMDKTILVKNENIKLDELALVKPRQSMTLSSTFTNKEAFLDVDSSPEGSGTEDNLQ
CHT inh = inhibitors of human choline transporter CHT; B-score at 10 µM; CHT-expressing cells, membrane potential dye, choline response; stronger effect = lower value; 310,000 compounds, 0.86% hits; High affinity choline transporter 1 (Homo sapiens), Q9GZV3;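 active means B-score over 3 SD under the library average, and starting fluorescence ratio not unusually high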;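 further: choline stimulus applied at its EC90 after an EC20 pre-addition; B-score computed on integrated fluorescence ratio after choline addition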
* marks the source's active call; other numbers are inactive results; i = inactive.

mol,CHT inh,CHT PAM
CN(Cc1c(F)cccc1Cl)C(=O)C1CC(=O)N(CCc2ccccc2)C1 (stereo not given),i,i
CSCCC(N=C(NS(=O)(=O)c1ccccc1)c1ccccc1)C(=O)O (stereo not given),i,i
COc1ccc(C(C)NC(=O)c2ccc(Br)cc2)cc1OC (stereo not given),i,i
CCC(C)c1ccc(NC(=O)C2CCN(c3ccc(C(F)(F)F)cn3)CC2)cc1 (stereo not given),i,i
C=CCNC(=O)CN1c2cccc3cccc(c23)S1(=O)=O,i,i
COc1ccccc1CNc1cc(-c2ccccc2)ccc1OC,i,i
CCCCCCc1cc2cc(-c3nnc(-c4ccccc4OC)o3)c(=O)oc2cc1O,i,i
Cc1cc(C)n(CC(O)COc2cccc(OCC(O)Cn3nc(C)cc3C)c2)n1 (stereo not given),i,i
O=C(NC1CCN(Cc2nnnn2CCc2ccccc2)CC1)c1ccccc1F,i,i
COc1ccc(OC)c(C2CC(c3c(-c4ccccc4)c4cc(Cl)ccc4[nH]c3=O)=NN2S(C)(=O)=O)c1 (stereo not given),i,i
CC(=O)c1cccc(NC(=O)Cn2nc(-c3ccc(Cl)cc3)ccc2=O)c1,i,i
CN1CC(=O)N2[C@H](c3ccc4c(c3)OCO4)c3[nH]c4ccccc4c3C[C@@H]2C1=O,i,i
O=C(Nc1c(C(=O)O)[nH]c2ccccc12)NC1CCCCC1,i,i
CC(=O)n1nc(-c2cccc(C)c2)nc1SCC(=O)Nc1ccccc1,i,i
Cc1cccc(C(=O)Nc2nnc(S(=O)(=O)N3CCCCCC3)s2)c1,i,i
CC(=O)Nc1ccc(NC(=O)COc2c(C)cc(Br)cc2C)cc1,i,i

Three structures already listed, arranged by count of non-hydrogen atoms, ascending.
mol,CHT inh,CHT PAM
CC(=O)n1nc(-c2cccc(C)c2)nc1SCC(=O)Nc1ccccc1,i,i
CN1CC(=O)N2[C@H](c3ccc4c(c3)OCO4)c3[nH]c4ccccc4c3C[C@@H]2C1=O,i,i
COc1ccc(OC)c(C2CC(c3c(-c4ccccc4)c4cc(Cl)ccc4[nH]c3=O)=NN2S(C)(=O)=O)c1 (stereo not given),i,i

More compounds follow:
mol,CHT inh,CHT PAM
CCN1CCN(S(=O)(=O)c2ccc(Cl)c(C(=O)N(CC)CC(=O)Nc3ccc(OC)cc3)c2)CC1,i,i
C=CCn1c(O)c(N=NC(=S)Nc2ccccc2F)c2ccccc21,i,i
CC1CCN(C(=O)C2CCC(C)(C(=O)O)C2(C)C)CC1 (stereo not given),i,i
Cc1cccc(/C=N/NC(=O)c2cc(-c3cccnc3)nc3c2c(C)nn3-c2ccccc2)c1,i,i
COc1cccc(NC(=O)C2=COCCO2)c1,i,i
CCCS(=O)(=O)N1CCC(C(=O)N2CCC(Cc3ccccc3)CC2)CC1,i,i
CSc1nc2ccsc2c(=O)n1-c1ccccc1,i,i
Cc1ccc(C2=NC(C(F)(F)F)(C(F)(F)F)c3c(n(-c4ccc(F)cc4)c(=O)[nH]c3=O)N2)cc1,i,i
CCOc1ccc(N(CC(=O)Nc2cccc(N(C)S(C)(=O)=O)c2)S(=O)(=O)c2ccccc2)cc1,i,i
CCOC(=O)N1CCC(NC(=O)CC(NS(=O)(=O)c2ccc(Cl)cc2)c2ccco2)CC1 (stereo not given),i,i
COc1cccc(NC(=O)CN(C)C(=O)c2cc(-c3ccco3)nc3ccccc23)c1,i,i
CCN1CCN(c2nc(-c3cccs3)nc3ccccc23)CC1,i,7.1*
O=c1[nH]c(CN2CCN(Cc3ccc4c(c3)OCO4)CC2)nc2ccccc12,i,i
CSc1ccccc1NC(=O)c1ccc([N+](=O)[O-])cc1,i,i
O=C(CCCOc1cccc(Br)c1)NCCOc1ccccc1,i,i
Cc1ccc(S(=O)(=O)NCc2ccccc2)cc1,i,i
O=C1C2C3C=CC(C4CC34)C2C(=O)N1/N=C/c1cccs1 (stereo not given),i,i
COc1ccc(OC)c(C(c2nnnn2CCc2ccccc2)N2CCN(c3ccccc3)CC2)c1 (stereo not given),i,i
O=S(=O)(c1cccs1)N1CCN(CC(O)COc2cc(Cl)ccc2Cl)CC1 (stereo not given),i,i
Nc1cccnc1-n1nc(C(F)(F)F)cc1C(F)(F)F,i,i
Cc1nc2sc3c(c2c(=O)n1/N=C/c1cccnc1)CCCC3,i,i
CCCC(c1nnnn1C1CCCCC1)N1CCN(C2CCCC2)CC1 (stereo not given),i,i
CN=C1C([N+](=O)[O-])=CC=C2C1=NC1(CCCCC1)N2O,i,i
CCN(CC)CCCNC(=O)Cn1ccc2ccccc2c1=O,i,i
CC(=O)CC(=O)NC1C2CC3CC(C2)CC1C3 (stereo not given),i,i
O=c1[nH]c(SCc2ccccc2)nc2[nH]ncc12,i,i
CCC(OC(=O)c1ccco1)C(=O)NCc1ccc2c(c1)OCO2 (stereo not given),i,i
CCN1CCN(CCCNC(=O)c2ccc(CS(=O)c3ccc(Br)cc3)o2)CC1 (stereo not given),i,i
O=C(N/N=C/c1c(O)n(-c2ccc(Cl)cn2)c(=O)c2ccccc12)c1ccncc1,i,i
O=C(Cn1nnc(-c2ccccc2Cl)n1)N1CCN(S(=O)(=O)c2ccc(Cl)cc2)CC1,i,i
COc1ccc(-c2nc(-c3ccccn3)ncc2S(C)(=O)=O)cc1,i,i
CN(C)C(=O)c1ccc(Oc2ccc(C(=O)N(C)C)cc2)cc1,i,i
CCOc1ccc(/C=C/C(=O)c2ccccc2)cc1OC,i,i
FC(F)(Cl)c1nnc2ccc(Sc3ccccn3)nn12,i,i
COc1cccc(C(=O)O/N=C(\N)c2ccc(C)cc2)c1,i,i
COc1ccccc1/C=C1\SC(=S)N(C(C(=O)O)c2ccccc2)C1=O (stereo not given),i,i
COC(=O)c1cc2occc2n1Cc1nc(-c2ccccc2C)oc1C,i,i
Cc1occc1-c1nnc(-c2cc([N+](=O)[O-])cc([N+](=O)[O-])c2)o1,i,i
O=C(COc1ccc2ccccc2c1)Nc1ccc(S(=O)(=O)N2CCCCCC2)cc1,i,i
Cc1c(Cl)cnc(NC(=O)COC(=O)CCS(=O)(=O)c2ccccc2)c1Cl,i,i
CC(C)C(NC(=O)CCN1C(=O)c2ccccc2C1=O)c1ccccc1 (stereo not given),i,i
O=C(CCCc1nc2ccccc2s1)Nc1ccccc1,i,i
CCOC(=O)CN1C(=O)N[C@@H](c2ccc(Br)cc2)C(C(=O)OC)=C1C,i,i
Cn1cc(Br)c(NS(=O)(=O)c2ccc(Cl)s2)n1,i,i
Cc1ccc(NC(=O)CN(C)C(=O)c2nn(C)c(=O)c3ccccc23)cc1,i,i
O=C(NN1C(=O)c2ccccc2NC1c1ccco1)c1ccccc1 (stereo not given),i,i
Cc1c(C(=O)N2CCC(n3nccc3NC(=O)C3CC3)CC2)[nH]c2ccc(Cl)cc12,i,i
CNc1nc2c(C)cccn2c(=O)c1C=NCc1ccccc1,i,i
N#Cc1ccccc1NS(=O)(=O)c1cc2c3c(c1)CCC(=O)N3CCC2,i,i
O=C(Nc1ccc(S(=O)(=O)N2CCOCC2)cc1)c1ccc2c(c1)OCO2,i,i
COc1cccc(OC)c1C(=O)Nc1cccc(C(=O)Nc2cccc(C(=O)O)c2)c1,i,i
O=C(Nc1ccccc1)C1C(c2ccccc2)C1(Cl)Cl (stereo not given),i,i
Cc1ccccc1Cn1ccc(NC(=O)CCSc2nc(-c3ccco3)cc(C(F)(F)F)n2)n1,i,i
COC(=O)Nc1ccc(S(=O)(=O)NNC(=O)c2c(O)c3ccccc3n(C)c2=O)cc1,-5.8*,i
CCOC(=O)c1sc(NC(=O)CCN2CCOCC2)c(C(=O)OCC)c1C,i,i
Cc1nn(C)cc1CNC(=O)c1cc2n(n1)C(C(F)(F)F)CC(c1cccs1)N2 (stereo not given),i,i

The list goes on.
mol,CHT inh,CHT PAM
COc1cc(OC)c(C(=O)Nc2cccc(C(C)=O)c2)cc1OC,i,i
O=C1C=C(NCC2CCCO2)C2(CCCCC2)O1 (stereo not given),i,i
COc1ccc(OCC(=O)Nc2c3c(nn2C(C)(C)C)CS(=O)(=O)C3)cc1,i,i
CC(NC(=O)C1c2ccccc2Oc2ccccc21)C1CCCO1 (stereo not given),-5.7*,i
C=CCN=C1S/C(=C\c2ccc(N(C)C)cc2)C(=O)N1CC=C,i,i
CCC(CC)c1nc2ccccc2c(=O)[nH]1,i,i
COc1ccc(C2C(C(=O)Nc3cc(OC)c(OC)c(OC)c3)c3ccccc3C(=O)N2C)cc1 (stereo not given),i,i
C=CCN1C(=O)c2ccc(C(=O)N(CC)CC(=O)Nc3ccc(OC)cc3)cc2C1=O,i,i
O=C1CCCC2=C1C(c1cccc(Br)c1)n1nc(-c3ccco3)nc1N2 (stereo not given),i,i
Cc1ccc[n+](CC(=O)c2ccccc2)c1,i,i
CC1(C)CC(=O)C2=C(C1)Nc1cc3c(cc1C2c1ccc(F)cc1)OCO3 (stereo not given),i,i
CCn1cc(CN2CCC(C(=O)Nc3cccc(-c4cccc(Cl)c4)c3)CC2)c(C)n1,i,i
O=C1CCCN1C(=O)COc1ccc([N+](=O)[O-])cc1,i,i
COc1cccc(NC2=C(NCCO)C(=O)c3ccccc3C2=O)c1,i,i
COc1ccc2nc3c(cc2c1)c(NC(=O)CC(C)C)nn3CC(C)C,i,i
O=C(/C=C/c1ccc(-c2ccccc2[N+](=O)[O-])o1)c1ccc(F)cc1,i,i

Complete entries, quoted from the list. Screens in order: CHT inh | CHT PAM
CC1(C)CC(=O)C2=C(C1)Nc1cc3c(cc1C2c1ccc(F)cc1)OCO3 (stereo not given) across the screens: i | i
Cc1ccc[n+](CC(=O)c2ccccc2)c1 across the screens: i | i
COc1cccc(NC2=C(NCCO)C(=O)c3ccccc3C2=O)c1 across the screens: i | i
O=C1CCCC2=C1C(c1cccc(Br)c1)n1nc(-c3ccco3)nc1N2 (stereo not given) across the screens: i | i

(continued)
mol,CHT inh,CHT PAM
Cc1ccc(F)cc1NC(=O)c1cnccn1,i,i
CC(C)c1ccc(C2CC(=O)c3cnc(N4CCc5ccccc5C4)nc3C2)cc1 (stereo not given),i,i
O=C(O)Cc1ccc(NC(=S)Nc2cccc(Cl)c2Cl)cc1,i,i
O=C(COc1ccc(Cl)cc1[N+](=O)[O-])N1CCCCCC1,i,i
O=C1CCN(C(=S)NCc2ccccc2)CC1,i,i
CS(=O)(=O)N1CCN(C(=O)COc2ccc3ccccc3c2)CC1,i,i
O=C(CCc1nc2ccccc2c(=O)[nH]1)NCc1cccc(Cl)c1,i,i
O=C(Nc1nc(-c2ccc(Cl)s2)cs1)c1ccccc1,i,i
CCCCN(CC)c1nc(N)c(C#N)c(CC#N)c1C#N,i,i
COc1ccc(N(CC(=O)NCC2CCCO2)S(=O)(=O)c2ccc(C)cc2)cc1OC (stereo not given),i,i
CCN(CC)C(=O)Oc1cc2c(-c3cc4cccc(OC)c4o3)cc(=O)oc2cc1C,i,i
Cc1cccc(N2CCN(CCCNC(=O)c3ccc(NC(=O)C4=CSCCO4)cc3)CC2C)c1 (stereo not given),i,i
COc1cccc(N2CCN(Cc3nc(N)nc(N4CCCc5ccccc54)n3)CC2)c1,i,i
c1ccc(N/N=C(\Cc2ncc[nH]2)c2ccccc2)cc1,i,i
CC1(C)CC(=O)c2sc(NS(=O)(=O)c3ccc(Br)cc3)nc2C1,i,i
COc1ccc(-n2c(=S)[nH]c3cc(C(=O)NCc4ccccc4)ccc3c2=O)c(OC)c1,i,i
O=C(Nc1ccc(Cl)cc1)N1CCN(c2ccccc2)CC1,i,i
COc1ccc(S(=O)(=O)N(C)c2ccc(C(=O)NCc3ccco3)cc2)cc1,i,i
CC(C)OC(=O)CSc1nnc(Cc2ccccc2)n1CC1CCCO1 (stereo not given),i,i
Cc1cc(C)c(OCCN2C(=O)NC(C)(C)C2=O)c(Cl)c1,i,i
COc1ccccc1C(=O)NCc1n[nH]c(=S)n1Cc1ccccc1,i,i
CCCOc1ccc(C2C3=C(Nc4nc(N)[nH]c(=O)c42)c2ccccc2C3=O)cc1 (stereo not given),i,i
O=C(CN(Cc1ccccc1)C(=O)CCC(=O)Nc1nccs1)NCC1CCCO1 (stereo not given),i,i
COc1ccccc1NC(=S)NNC(=O)c1c(Cl)c(C)nn1C,i,i
C#CCn1c(S(=O)(=O)Cc2ccccc2Cl)nc(-c2ccccc2)c1-c1ccccc1,i,i
CC(=O)NC(NC(=S)N1CCCCCC1)C(Cl)(Cl)Cl (stereo not given),i,i
O=C(CSc1nnc(-c2ccccc2Br)o1)N1CCN(C(=O)c2ccco2)CC1,i,i
CC(C)CC(=O)CC1(O)C(=O)Nc2ccccc21 (stereo not given),i,i
Clc1ccc2c(N/N=C/c3cccnc3)ccnc2c1,i,i
CCOC(=O)CNC(=O)C1c2ccccc2Oc2ccccc21,i,i
CS(=O)(=O)N1CCC(C(=O)Nc2ccc(F)cc2F)CC1,i,i
CCN(CC)CCNC(=O)Cn1cnc2sc(C)c(S(=O)(=O)N3CC(C)CC(C)C3)c2c1=O (stereo not given),i,i
Cc1ccc(C(=O)Oc2cc(N)n(S(=O)(=O)c3ccc(F)cc3)n2)cc1,i,i
CN(Cc1nc(CC2CC2)no1)CC12CC3CC(CC(C3)C1)C2,i,i
COc1ccc(NC(=O)c2ccc3c(c2)CCN3S(=O)(=O)c2ccccc2)cc1,i,i
O=C(O)[C@@H]1CCCN1C(=O)COc1ccc2c3c(c(=O)oc2c1)CCC3,i,i

Compound activity deposited in PubChem by Johns Hopkins Ion Channel Center.
